High-throughput results (PubChem BioAssay)
Kir21 inh = blocks the mouse Kir2.1 inward-rectifier potassium channel; HEK293-Kir2.1, FluxOR thallium flux fluorescence; stronger effect = lower value; B-score at 10 µM; 0.85% of 310,000 active; P35561;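 active = fluorescence ratio B-score at or below minus 3 SD of library scores, with starting-brightness B-score within 2 SD, cut at about -4.2 in these data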;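 note: channel flux triggered by added potassium and thallium sulfate stimulus; B-score of peak minus minimum fluorescence over baseline after thallium stimulus; more negative B-score means stronger Kir2.1 block with less thallium influx; some compounds called inactive have numbers as strong as hits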
KCNQ2 inh = KCNQ2 channel blockers in CHO-K1 cells – cell-based, FluxOR thallium flux, B-score, primary screen (AID 2156); O88943; 20 min; stronger effect = lower value; B-score at 10 µM; 1.1% of 310,000 active;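 active = fluorescence ratio B-score at most minus 3 library SDs, with starting brightness B-score within 2 library SDs, cut at about -5.5 in these data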
Target sequence (O88943 whole entry, looked up): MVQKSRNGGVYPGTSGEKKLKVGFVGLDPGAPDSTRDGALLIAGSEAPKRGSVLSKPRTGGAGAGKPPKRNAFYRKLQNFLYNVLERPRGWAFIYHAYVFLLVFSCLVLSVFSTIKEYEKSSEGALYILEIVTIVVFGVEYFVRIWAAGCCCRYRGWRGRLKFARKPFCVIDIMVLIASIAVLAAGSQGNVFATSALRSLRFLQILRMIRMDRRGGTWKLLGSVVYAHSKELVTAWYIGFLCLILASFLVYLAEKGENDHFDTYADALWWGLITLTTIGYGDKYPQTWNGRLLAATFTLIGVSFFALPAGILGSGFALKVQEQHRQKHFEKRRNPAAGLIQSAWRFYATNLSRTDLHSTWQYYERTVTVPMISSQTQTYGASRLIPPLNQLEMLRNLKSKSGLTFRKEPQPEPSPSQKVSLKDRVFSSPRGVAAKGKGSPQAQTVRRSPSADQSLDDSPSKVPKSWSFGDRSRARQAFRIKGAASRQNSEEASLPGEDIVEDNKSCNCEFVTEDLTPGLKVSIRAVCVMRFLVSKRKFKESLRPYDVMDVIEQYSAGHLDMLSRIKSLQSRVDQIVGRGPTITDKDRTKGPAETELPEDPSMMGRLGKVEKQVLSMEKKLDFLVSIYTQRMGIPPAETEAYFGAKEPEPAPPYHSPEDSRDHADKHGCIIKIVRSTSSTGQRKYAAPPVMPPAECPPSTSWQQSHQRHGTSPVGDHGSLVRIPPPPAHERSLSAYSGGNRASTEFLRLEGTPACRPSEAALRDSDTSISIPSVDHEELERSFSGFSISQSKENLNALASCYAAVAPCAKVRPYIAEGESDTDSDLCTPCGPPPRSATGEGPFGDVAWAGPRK
* marks the source's active call; other numbers are inactive results; i = inactive.

SMILES | Kir21 inh | KCNQ2 inh
COc1cc(C(=O)NCCN2C(=O)S/C(=C\c3cccs3)C2=O)cc(OC)c1OC | 0.66 | i
CCOc1ccc(S(=O)(=O)NCCN2CCOCC2)c2ccccc12 | -1.7 | i
Cc1cc(=O)oc2c1ccc1oc(/C(=N/O)c3ccccc3)c(C)c12 | 1.01 | i
C/C(=N/NC(=O)c1ccc(C)s1)c1cccc(NC(=O)c2ccoc2C)c1 | -1.78 | i
CCOC(=O)/C(=N\Nc1ccccc1[N+](=O)[O-])c1csc(N)n1 | -0.15 | i
COc1ccc(OC)c(NC(=O)CSc2nn3c(=O)c(C)nnc3s2)c1 | -1.28 | i
COCCNC(=O)c1cc(Br)ccc1Cl | -0.56 | i
O=C(Nc1ccc(Cl)c(C(F)(F)F)c1)[C@@H]1CC=C[C@@H]2CCN(Cc3ccc(Cl)c(Cl)c3)C(=O)[C@@H]21 | -1.26 | i
Cc1snc(SCC(=O)N/N=C(\N)COc2ccc(F)cc2)c1C#N | 0.8 | i
O=C(OCC(=O)N1CCN(C(=O)c2ccco2)CC1)c1ccc(S(=O)(=O)N2CCCCC2)cc1 | 1.21 | i
O=C(Nc1ccc(F)cc1F)N1CCN(CCc2ccccc2)CC1 | 0.13 | i
COc1ccc(-n2cnnc2SCC(=O)Nc2cccc(S(=O)(=O)N3CCCCC3)c2)cc1 | -0.79 | i
O=C(CCc1nnc(CCCCc2ccccc2)o1)NCCC1CCCCO1 (stereo not given) | -0.6 | i
COc1ccc(C(=O)Nc2ccc(S(=O)(=O)NC(C)(C)C)cc2)cc1[N+](=O)[O-] | 0.38 | i
C=CCn1cc(C(=O)N2CCN(C)CC2)c(=O)c2cc(S(=O)(=O)N(CC)CC)ccc21 | -0.07 | i
CCOc1ccccc1N(CC(=O)NCCSc1ccccn1)S(=O)(=O)c1ccccc1 | -0.84 | i
O=c1[nH]c(Nc2ccc3c(c2)OCCO3)nnc1Cc1ccc(Cl)cc1 | -0.02 | i
CC(NS(=O)(=O)c1ccc(CCC(=O)NCC2CCCO2)cc1)c1ccccc1 (stereo not given) | -0.68 | i
O=C(C1=C(O)C(=O)N(Cc2ccco2)C1c1cccnc1)c1cc2ccccc2o1 (stereo not given) | -0.05 | i
O=C(CSc1nnc(-c2ccccc2F)o1)OCc1ccccc1 | 0.72 | i
COC(=O)CCC(=O)Nc1cccc2ccccc12 | -0.73 | i
CCOC(=O)C(Cc1ccccc1)c1ccnc2nc(N)nn12 (stereo not given) | -0.65 | i
CCc1nccn1S(=O)(=O)c1ccccc1[N+](=O)[O-] | 0.02 | i
CCCCCOC(=O)CCN1C(=O)/C(=C2\SC(=S)N(CCC(=O)OCCCCC)C2=O)SC1=S | 1.44 | i
COc1ccc(C(=O)NC(=S)NCc2ccco2)cc1Br | -0.05 | i
CCc1nnc(NC(=O)c2nc(S(=O)(=O)Cc3ccc(C)cc3)ncc2Cl)s1 | -2.09 | i
CCCCn1c(SCC(=O)Nc2ccc3c(c2)CCC3)nc2ccccc2c1=O | 1.43 | i
CCc1cc(-c2n[nH]c(=S)n2CC)cs1 | -0.84 | i
O=C(N/N=C/c1ccc(O)cc1O)c1ccc(CN2C(=O)c3cccc4cccc2c34)cc1 | 0.34 | i
CCOC(=O)CN1C(=O)N[C@@H](CCc2ccccc2)C(C(=O)OC)=C1C | 0.16 | i
COC(=O)CSc1nnc(-c2ccccn2)n1Cc1ccco1 | -0.02 | i
N#Cc1cc2ccccc2nc1SCc1cccnc1 | -1.15 | i
Cc1cc(-n2cnnn2)cc(C)c1S(=O)(=O)N(C)c1ccccc1 | -1.26 | i
CCOC(=O)c1c(C)oc2cc(Cl)c(O)c(CN(C)C)c12 | -1.91 | i
COc1cc(/C=N/NC(=O)c2ccc(COc3ccccc3Cl)o2)cc(Br)c1O | -0.11 | i
CNS(=O)(=O)c1ccc(NC(=O)c2ccc(Cl)cc2Cl)cc1 | -1.89 | i
COC(=O)c1ccc(COC(=O)[C@@H]2CC(O)CN2S(=O)(=O)c2ccccc2[N+](=O)[O-])cc1 (stereo not given in full) | 0.19 | i
O=[N+]([O-])c1cccnc1NCCc1c[nH]c2ccccc12 | 0.06 | i
COCCNC(=S)N/N=C/c1c2ccccc2cc2ccccc12 | 0.64 | i
COc1ccc(C=O)cc1COc1ccc([N+](=O)[O-])c(C)c1 | -0.25 | -6.82*
COC(=O)C1CCCN1S(=O)(=O)c1ccc([N+](=O)[O-])cc1 (stereo not given) | -0.56 | i
CCN(CC)c1ccc(NC(=O)CN2CCN(c3ccccn3)CC2)cc1 | -0.35 | i
Cc1ccccc1-c1ccccc1N | -0.67 | i
COc1ccc(NC(=O)C2CCN(C(=O)C3CC(=O)N(c4ccc(C)cc4)C3)CC2)c(OC)c1 (stereo not given) | 0.08 | i
NC(=S)NN=C1c2ccccc2-c2ccccc21 | -0.61 | i
CN(C)c1cc[n+](CC(=O)c2ccc(-c3ccccc3)cc2)cc1 | 0.1 | i
O=c1c2cn[nH]c2[nH]c(=S)n1-c1ccccc1F | 1.11 | i
CC(=O)N1c2ccccc2N(Cc2ccc([N+](=O)[O-])cc2)C(=O)C1(C)C | 0.17 | i
Cc1ccc(/C=N/N=C2/NC(=O)C(CC(=O)Nc3ccc(Cl)cc3)S2)o1 (stereo not given) | 0.02 | i
CC1Cc2ccccc2N1Cc1nc2scc(-c3cccs3)c2c(=O)[nH]1 (stereo not given) | 0.35 | i
CC(CCc1ccc(O)cc1)NCCC(c1ccccc1)c1ccccc1 (stereo not given) | -3.35 | i
O=C(Nc1cccc(N2CCCC2)c1)c1cccs1 | -1.64 | i
Cc1nonc1C(=O)N/N=C/c1ccc(O)c(O)c1 | -0.91 | i
O=C(N/N=C(/c1ccccc1)c1ccncc1)c1ccc2c(c1)OCO2 | -0.94 | i
COc1ccccc1N(CC(=O)Nc1ccc(S(=O)(=O)N2CCCCC2)cc1)S(C)(=O)=O | 0.01 | i
O=C(CSc1nnc(CNc2ccc(F)cc2)n1Cc1ccco1)N1CCCC1 | -0.61 | i
CC(=O)N(CN1C(=O)c2ccc([N+](=O)[O-])cc2C1=O)c1cccc(C(=O)O)c1 | 0.73 | i
O=C(NC1CC1)C1=C[C@@H](c2ccc3c(c2)OCO3)C[C@@H](OCCCCO)O1 | 0.06 | i
CC(C)n1c(CN(C)Cc2ccccc2)nc2c1c(=O)n(C)c(=O)n2C | -1.2 | i
CCOc1ccc(NC(=O)C2CCCN(S(=O)(=O)c3c(C)nn(C)c3C)C2)cc1 (stereo not given) | -1.46 | i

The list goes on.
SMILES | Kir21 inh | KCNQ2 inh
CCC(C)(CC(=O)N(C)CCC#N)c1ccccc1 (stereo not given) | -0.08 | i
O=C(COC(=O)CCSc1ccc(Cl)cc1)NCc1ccc(Cl)cc1 | -0.82 | i
CCCCCC(=O)Nc1ccc(-c2csc(N)n2)cc1 | 1.39 | i
COc1ccc(CNC(C)C23CC4CC(CC(C4)C2)C3)c(OC)c1OC (stereo not given) | -2.02 | i
COc1cc(C(=O)Oc2ccccc2)ccc1OCc1c(C)noc1C | -2.21 | i
Cc1cc(C)c(OCC(O)CN2CCN(C(=O)c3ccccc3)CC2)c(C)c1 (stereo not given) | -0.68 | i
Cc1ccc(C(=O)NCc2occc2C(=O)O)o1 | -0.12 | i
COc1ccccc1CCNCc1ccc(OC)c(OCc2ccccc2)c1 | -8.5* | i
COc1ccccc1C(=O)NCCC(=O)NNC(=O)c1ccccc1O | 1.38 | i
CCc1nc2ccc(C(=O)NC3CCC(C)CC3)cc2nc1CC (stereo not given) | -0.28 | i
O=C(CSc1nnc(SCc2ccccc2)s1)N/N=C/C=C/c1ccco1 | -0.19 | i
CC(c1ccco1)N(C(=O)c1ccc(Cl)c([N+](=O)[O-])c1)c1ccccn1 (stereo not given) | -2.44 | i

Entries of single compounds, looked up by structure.
Listed for `COc1ccc(CNC(C)C23CC4CC(CC(C4)C2)C3)c(OC)c1OC` (stereo not given) = Kir21 inh = -2.02; KCNQ2 inh = i
Listed for `COc1ccccc1C(=O)NCCC(=O)NNC(=O)c1ccccc1O` = Kir21 inh = 1.38; KCNQ2 inh = i
Listed for `O=C(CSc1nnc(SCc2ccccc2)s1)N/N=C/C=C/c1ccco1` = Kir21 inh = -0.19; KCNQ2 inh = i

(cont.)
SMILES | Kir21 inh | KCNQ2 inh
O=C(c1cc(-c2ccc(O)cc2)on1)N1CCCc2ccccc21 | 1.8 | i
O=C(NCCO)Nc1ccc2nsnc2c1 | -0.98 | i
COc1ccc(-c2noc(CN(C)C(=O)c3ccc4c(c3)OCO4)n2)cc1 | -1.73 | i
COc1ccc(Nc2nc(-c3cccc(OC)c3O)nc3ccccc23)cc1 | -0.07 | i
O=C(Nc1ccccn1)c1cc(-c2cccc(Cl)c2)nc2ccccc12 | -0.1 | -5.64*
CCCOc1ccccc1N/C(=N\S(=O)(=O)c1ccc(C)cc1)Nc1nc(C)cc(C)n1 | -0.61 | i
O=C(Nc1nc2ccc(S(=O)(=O)N3CCCC3)cc2s1)c1ccccn1 | -0.84 | i
CCOC(=O)c1c(C)n(C)c2ccc(O)c(CN(C)C)c12 | 1.91 | i
CC(C)c1ccc2[nH]c(O)c(N=NC(=O)c3cccc(S(=O)(=O)N4CCCCC4)c3)c2c1 | 3.62 | i
CC(OC(=O)c1ccccc1Br)C(=O)Nc1nc(-c2cccc([N+](=O)[O-])c2)cs1 (stereo not given) | -1.47 | i
COc1cc(NC(=O)c2ccc(=O)[nH]n2)cc(OC)c1OC | -0.04 | i
CC(C)C(NC(=O)CN1C(=O)c2ccccc2S1(=O)=O)C(C)C | 1.5 | i
C=CCn1c(SCC(=O)NCc2ccco2)nnc1C1CCCCC1 | 0.07 | i
CCn1c(C)c(C(C)=O)c(N2CCN(C(=O)c3ccco3)CC2)nc1=S | -1.68 | i
Cc1cc(NC(=O)c2cccc(S(=O)(=O)N(C)C)c2)n(-c2ccccn2)n1 | -0.99 | i
Cc1nnc(SCc2cccs2)[nH]c1=O | 0.06 | i
O=C(COc1ccccc1)N=C1SC2CS(=O)(=O)CC2N1c1ccc(F)cc1 (stereo not given) | 1.37 | i
CCn1c(=O)n(CC)c2cc(NC(=O)CSc3ccc([N+](=O)[O-])cn3)ccc21 | 0.72 | i
COc1cc2c(cc1OC)C(c1cccnc1)CC(=O)N2 (stereo not given) | 0.47 | i
CCOc1ccc(S(=O)(=O)NCCC(=O)N2CCCCCCC2)cc1 | -0.07 | i
CC(Oc1ccccc1)C(=O)NC1CCN(Cc2ccccc2)CC1 (stereo not given) | 0.16 | i
COC(=O)c1ccccc1NC(=O)c1cccnc1 | 0.08 | i
COCCOC(=O)C1=C(C)N(c2ccccc2)C(=S)NC1c1ccccc1C(F)(F)F (stereo not given) | 0.73 | i
Cc1cc(C)c(NC(=O)COc2ccc(-n3cnnn3)cc2)c(C)c1 | 1.13 | i
CC(=O)Nc1ccc(S(=O)(=O)NNC(=O)COc2cccc(C)c2)cc1 | 1.42 | i
O=C(c1cc2c(ccc3ccccc32)o1)N1CCCCC1 | 0.92 | i
N#CCCN1CCN(CCC#N)CC1 | 0.1 | i
CCN(CC)c1nc(Nc2ccccc2)nc(Oc2ccc(=O)n(C)n2)n1 | -0.6 | i
CCOC(=O)c1c(NC(=O)CSc2nnc(C)c(=O)[nH]2)sc2c1CCCC2 | 0.14 | i
O=c1c2cc(NC(=S)N3CCCC3)ccc2nc2n1CCCCC2 | 0.15 | i
COc1ccccc1CN1CCN(C(CC(C)C)c2nnnn2Cc2cccs2)CC1 (stereo not given) | -3.68 | i
Cc1ccc(S(=O)(=O)N(C)c2cc(S(=O)(=O)Nc3ccncc3)c(C)cc2C)cc1 | -2.97 | i
CCOC(=O)N1CCC(C(=O)Nc2ccc(OCC)cc2)CC1 | -0.51 | i
CCc1nnc2sc(-c3ccc(NC(=O)CSc4ccc(Cl)cc4)cc3)nn12 | 1.29 | i
CCOC(=O)/C(C#N)=C1\CC2CCC1(C)C2(C)C (stereo not given) | -0.65 | i
Cc1ccc(C)c(S(=O)(=O)Nc2ccc(C(=O)N3CCC3)cc2)c1 | 0.54 | i

The list goes on, starting with the last six of the part before.
SMILES | Kir21 inh | KCNQ2 inh
COc1ccccc1CN1CCN(C(CC(C)C)c2nnnn2Cc2cccs2)CC1 (stereo not given) | -3.68 | i
Cc1ccc(S(=O)(=O)N(C)c2cc(S(=O)(=O)Nc3ccncc3)c(C)cc2C)cc1 | -2.97 | i
CCOC(=O)N1CCC(C(=O)Nc2ccc(OCC)cc2)CC1 | -0.51 | i
CCc1nnc2sc(-c3ccc(NC(=O)CSc4ccc(Cl)cc4)cc3)nn12 | 1.29 | i
CCOC(=O)/C(C#N)=C1\CC2CCC1(C)C2(C)C (stereo not given) | -0.65 | i
Cc1ccc(C)c(S(=O)(=O)Nc2ccc(C(=O)N3CCC3)cc2)c1 | 0.54 | i
O=C(N=C1SC2CS(=O)(=O)CC2N1c1ccc(Br)cc1F)C1CC1 (stereo not given) | 0.67 | i
c1ccc(CN2CCN(c3nc(-c4ccccc4)nc4ccccc34)CC2)cc1 | 0.9 | i
CCC(C)OC(=O)c1cc(C)nc2c(Br)cc(Br)cc12 (stereo not given) | 1.48 | i
COc1ccc(NC(=O)c2cc3nc(-c4ccccc4)cc(C)n3n2)cc1OC | 0.43 | i
Cc1c(CNCCc2ccccc2)c(C(=O)O)c(C)n1-c1ccccc1 | 1.37 | i
N#C/C(=C\c1ccc(Cl)cc1)c1nc2ncccc2[nH]1 | 0.13 | i
CCn1cc(Cl)c(C(=O)Nc2cc(C(=O)OC)cc(C(=O)OC)c2)n1 | -0.99 | i
Clc1ccc2ccc3cccnc3c2n1 | -0.54 | i
